# Compound activity from PubChem.
# H9c2 TAG inh: inhibitors of triacylglycerol accumulation, primary screen, cell-based, uHTS, fluorescence, H9c2 | AID 651582, 2012 | inhibition, % at 12.5 µM | H9c2 cells, Nile Red lipid (TAG) fluorescence; cells loaded with 200 µM oleic acid | 230,000 tested, 0.66% active;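 active = pattern-corrected inhibition of lipid staining of at least 50% with the nuclear-stain viability signal not falling by more than 50%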;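 also: 0% = DMSO wells and 100% = triacsin C control wells; some results filed as inactive read as strong as hits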
# H9c2 TAG inh DAPI viability: further read-out of H9c2 TAG inh, marked with its call; DAPI nuclei signal change (viability), lower = more cytotoxic, %;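 whole-well DAPI fluorescence read on a plate reader as a viability signal; minus 50 percent equals half of cells still viable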
# Numbers without * were called inactive. An excerpt. The share of hits here may be higher or lower than overall.
SMILES,H9c2 TAG inh,H9c2 TAG inh DAPI viability
CCOC(=O)C1=NNC(C(=O)OCC)C1c1ccccc1 (stereo not given),-10,7
CC[C@H](C)[C@H](NC(=O)OCc1ccccc1)C(=O)Nc1ccc(NC(C)=O)cc1,3,2
COc1ccc(O)c(C(=O)CC(=O)c2ccccc2C)c1,6,17
CCCn1c(N)c(C(=O)CSc2nncs2)c(=O)[nH]c1=O,-1,-1
COC(=O)c1cnc(N2CCCN(S(=O)(=O)c3ccc(C(F)(F)F)cc3)CC2)nc1C(F)(F)F,2,-4
O=C(/C=C/c1ccccc1)CCN1CCOCC1,14,0
C[C@H]1COC(=O)[C@@H](Cc2ccc(F)cc2)C/C=C\C[C@H](CC(=O)N(CCO)Cc2ccccc2)C(=O)N1,-8,1
C=CCN(c1ccccc1)S(=O)(=O)c1cc(C(=O)NC2=NCCS2)ccc1Cl,1,0
COc1ccc(N(C(C)C(=O)NC2CCCCCC2)S(C)(=O)=O)cc1 (stereo not given),-6,9
O=C(O)c1cccc(Cn2c(Cl)c(/C=N/NC(=O)c3cc4ccccc4cc3O)sc2=O)c1,2,-6
CC1(c2ccc3ccccc3c2)NC(=O)N(CC(=O)NCc2cccs2)C1=O (stereo not given),-10,2
O=C(O)Cn1cnc2sc3c(c2c1=O)CCCC3,14,-6
CCOC(=O)c1ccccc1NC(=O)COC(=O)c1c(CC)noc1C,-15,1
Cc1ccc(S(=O)(=O)N(C)CCCC(=O)n2nc(C)cc2C)cc1,-7,1
CCCN=C1N(C)C[C@@H]2[C@@H]3C(=O)N(C)C(=O)[C@@H]3[C@](C)(C(=O)OC)N12,-3,5
CCCCNc1c(-c2ccc(OC)c(SC3CCCCC3)c2)nc2ccc(C)cn12,-2,-2
CCN1CCN(c2ccc(S(=O)(=O)N3CCOCC3)cc2NC(=O)CCOc2ccccc2)CC1,3,-2
O=C(NCC(c1cccnc1)N1CCN(c2ccccc2)CC1)c1ccc2c(c1)OCO2 (stereo not given),2,-3
Fc1ccc(-n2c(-c3ccc4ccccc4n3)n[nH]c2=S)cc1,0,8
COC(=O)c1c(NC(=O)COC(=O)c2ccc(C)s2)sc2c1CCCCC2,-20,-8
Cn1ccc(-c2ccccc2)n1,4,10
CN(C(=O)CSc1nnc(-c2cccs2)n1N)c1ccccc1,-13,1
CCN(CC(=O)Nc1ccc(NC(C)=O)cc1)C(=O)CSc1nnc(-c2ccco2)n1CC,9,-5
CC1CCCCC1NC(=O)CN1CCC(O)(c2ccc3c(c2)OCO3)CC1 (stereo not given),-1,-8
CC(=O)c1ccc(S(=O)(=O)N2CCN(CC(=O)Nc3ccc(Cl)c([N+](=O)[O-])c3)CC2)cc1,-1,3
CCCCn1c(N)c(N(CCC(C)C)C(=O)C2=NN(c3cc(C)ccc3C)C(=O)CC2)c(=O)[nH]c1=O,-1,0
Cc1ccc(CS(=O)(=O)c2ccc(C(=O)N3CCN(c4ccccn4)CC3)cc2[N+](=O)[O-])cc1,-18,4
COc1cccc2sc3ccc(NCc4ccc5c(c4)OCO5)cc3c(=O)c12,3,4
COc1cccc(CC(=O)NNC(=O)CN(C)S(=O)(=O)c2ccc(C)cc2)c1,-6,7
COc1ccc(S(=O)(=O)N2CCCC2C(=O)n2nc(C)cc2C)cc1 (stereo not given),4,-11

# Part of the list above in order of SMILES length, rising:
SMILES,H9c2 TAG inh,H9c2 TAG inh DAPI viability
Fc1ccc(-n2c(-c3ccc4ccccc4n3)n[nH]c2=S)cc1,0,8
COc1ccc(S(=O)(=O)N2CCCC2C(=O)n2nc(C)cc2C)cc1 (stereo not given),4,-11
COc1cccc2sc3ccc(NCc4ccc5c(c4)OCO5)cc3c(=O)c12,3,4
COc1cccc(CC(=O)NNC(=O)CN(C)S(=O)(=O)c2ccc(C)cc2)c1,-6,7
Cc1ccc(CS(=O)(=O)c2ccc(C(=O)N3CCN(c4ccccn4)CC3)cc2[N+](=O)[O-])cc1,-18,4
CCCCn1c(N)c(N(CCC(C)C)C(=O)C2=NN(c3cc(C)ccc3C)C(=O)CC2)c(=O)[nH]c1=O,-1,0

# (listing goes on)
SMILES,H9c2 TAG inh,H9c2 TAG inh DAPI viability
CCOC(=O)c1nc2ccccc2c(C)c1C,1,-5
COc1ccc(NS(=O)(=O)c2cc(NC(=O)c3ccccc3F)ccc2N2CCCC2)cc1,8,-11
COc1ccc(S(=O)(=O)N2CCN(CC(=O)Nc3c(C)n[nH]c3C)CC2)cc1OC,-2,-1
N#C/C(=C\c1cn(Cc2ccc(F)cc2)c2ccccc12)C(=O)NCc1ccco1,-14,41
Cc1ccc(C(=O)N2CCN(C(=O)N3CCOCC3)CC2)cc1,8,-2
Fc1cccc(-c2csc(-c3ccno3)n2)c1,-11,8
C=CCN(c1ccccc1OC)S(=O)(=O)c1cccc(C(=O)NCc2ccco2)c1,10,-4
O=C(Nc1ccc(Br)cc1F)c1ccncc1,8,-5
CC(=O)Nc1ccc(C(=O)OCC(=O)NCc2cccs2)cc1,8,-9
CC(NC(=O)c1cccc(N(C)C)c1)c1ccc(-n2ccnc2)cc1 (stereo not given),-23,1
O=[N+]([O-])c1ccc(S(=O)(=O)N/N=C/c2ccsc2)cc1,23,-1
O=C(NCCc1ccncc1)Nc1ccc(Cl)c(Cl)c1,-10,-3
O=C(N/N=C/C(Br)=C/c1ccccc1)c1ccncc1,13,0
COc1ccc2cc(S(=O)(=O)NC3CC(C)(C)NC(C)(C)C3)ccc2c1,0,-3
Cc1ccsc1C(=O)N1CCC1(C)C(=O)Nc1cccc(C#N)c1 (stereo not given),-13,3
CCCc1nc2oc3c(NCCN(C)C)ncnc3c2c2c1CCCC2,58*,-0.7*
O=C(COc1ccccc1/C=C\c1nc(O)c([N+](=O)[O-])c(=O)[nH]1)Nc1ccccc1,3,-3
COc1ccc(N2CCN(C(=O)C(Cc3ccccc3)NC(=O)c3ccccc3)CC2)cc1 (stereo not given),-16,-5
Cc1cc(C)n(-c2nc3ccccc3[nH]c2=O)n1,-14,0
CCOC(=O)C1CCCCN1Cc1cccc(Oc2ccccc2)c1 (stereo not given),-22,9
COCCn1c(=NC(=O)CCS(=O)(=O)c2ccccc2)sc2cc(C)ccc21,4,-14
c1cncc(-c2csc(NCc3ccco3)n2)c1,-2,3
COc1cccc(-c2cnc(C(O)c3ccc(-c4ccccc4)cc3)[nH]2)c1 (stereo not given),-11,11
Cc1ccc2c(c1)N(CC(=O)NCc1ccco1)C(=O)C(C(C)C)O2 (stereo not given),-8,0
Nc1nc(CSc2nc3ccccc3s2)nc(N2CCOCC2)n1,8,6
CCN1CCN(C(=S)Nc2sc(C)c(-c3ccccc3)c2C(=O)OC)CC1,-3,9
COC(=O)C1(c2ccccc2)NC(c2cccs2)C2C(=O)N(C)C(=O)C21 (stereo not given),-4,14
O=C(NC1CCCCC1)c1ccc(-c2ccccc2F)o1,-7,-4
COc1cc2c(c(OC)c1OC)C(c1ccc(C)cc1)CC(=O)O2 (stereo not given),-9,0
CCOC(=O)C1(Cc2cccc(F)c2)CCN(Cc2nc(CC)[nH]c2C)CC1,-7,26
O=C(/C=C/c1cccc([N+](=O)[O-])c1)N(c1ccccn1)c1ccccn1,-2,1
O=C(OCC(=O)c1ccccc1Br)c1ccncc1,-2,0
O=C(NC(=S)NCCc1ccc(Cl)cc1)c1ccco1,-6,-8
O=C(COC(=O)COc1cccc(Br)c1)NCc1ccc2c(c1)OCO2,-9,-7
CCOC(=O)c1[nH]c2cc3c(cc2c1NC(=O)CN1CC(C)CC(C)C1)OCO3 (stereo not given),42,27
Cc1ccc(S(=O)(=O)CCC(=O)Nc2nnc(-c3ccc(F)cc3)o2)cc1,-7,4
CCOC(=O)c1cccc(-n2c(C)cc(C=O)c2C)c1,10,-10
CCCn1nnnc1NC(=O)COc1ccc(Cl)c(C)c1,2,0
COc1cccc(NC(=O)C(=O)NCCCn2ccnc2)c1,20,-12
COC(=O)CN(n1cnnc1)S(=O)(=O)c1ccc(C)cc1,6,4
Cc1cc(C)cc(OCC(=O)OCC(=O)NC2CCCC2)c1,-24,3
COCCNc1nc(Nc2ccc(C#N)cc2)c2sccc2n1,17,-5
Cc1cc(-c2ccccc2)nc(Oc2cccc(C(F)(F)F)c2)c1S(C)(=O)=O,-15,23
COc1cc2c(cc1OC)C1CCN3C(=O)CCC3N1CC2 (stereo not given),8,5
CSc1ccccc1NC(=O)CN(C)CC(=O)NCc1ccccc1,-5,6

# One compound at a time (already shown). Order of values: H9c2 TAG inh | H9c2 TAG inh DAPI viability
# Listed for `CCCc1nc2oc3c(NCCN(C)C)ncnc3c2c2c1CCCC2` : 58* | -0.7*
# Listed for `C=CCN(c1ccccc1)S(=O)(=O)c1cc(C(=O)NC2=NCCS2)ccc1Cl` : 1 | 0
# Listed for `Cc1cc(-c2ccccc2)nc(Oc2cccc(C(F)(F)F)c2)c1S(C)(=O)=O` : -15 | 23
# Listed for `COc1ccc(NS(=O)(=O)c2cc(NC(=O)c3ccccc3F)ccc2N2CCCC2)cc1` : 8 | -11

# Laid out differently: two of the compounds above
SMILES | H9c2 TAG inh | H9c2 TAG inh DAPI viability
CCOC(=O)c1cccc(-n2c(C)cc(C=O)c2C)c1 | 10 | -10
COc1cc2c(cc1OC)C1CCN3C(=O)CCC3N1CC2 (stereo not given) | 8 | 5

# Later entries
SMILES,H9c2 TAG inh,H9c2 TAG inh DAPI viability
Cc1ccc(C(=O)COC(=O)CCC(=O)NC2CCCCC2)cc1C,-16,6
Cc1ccccc1NC(=O)Cc1nc(COC(=O)c2ccc(NC(N)=O)cc2)cs1,-1,1
Nc1cc(=O)n(Cc2ccccc2)c(=O)n1-c1ccc(F)cc1,3,-3
Brc1ccc(Oc2ncc(CN3CCN(c4ccccc4)CC3)s2)cc1,-27,1
O=C(Cc1cc(C(=O)O)c2ccccc2n1)Nc1ccccc1,-5,-3
O=C(OCc1nnc(-c2ccccc2)o1)c1cc(=O)[nH]c2ccccc12,-7,1
CSc1nc(C(=O)N2CCCC(N3CCN(c4ccccc4C)CC3)C2)cs1 (stereo not given),2,5
Cc1ccccc1C(=O)Nc1nnc(-c2ccco2)s1,-14,8
CN(C)C(=S)Oc1ccccc1C1(C)OCCO1,-7,3
O=C(Nc1nnc(-c2ccco2)o1)c1ccc(N2C(=O)CCC2=O)cc1,-3,7
Cc1cccc(CNC(=O)c2sc(=O)n(Cc3c(C)cccc3C)c2C)c1,23,1
CCCN(CC#CC(O)(c1ccccc1)c1cccnc1)CCC (stereo not given),3,25
Cc1ccc(CNC(=O)c2nc3nc(C)cc(C)n3n2)cc1,7,4
COc1ccc(C)cc1NC(=O)CCCN1C(=O)C2CC=CCC2C1=O (stereo not given),-8,0
CCn1c(O)c(/C=N/N=C2CCCCC2)c2cc(C3=NNC(=O)CC3)ccc21,7,-2
NS(=O)(=O)c1cccc(NC(=O)CNC(=O)CC23CC4CC(CC(C4)C2)C3)c1,14,-7
C=CC[C@H](CC(=O)NCCO)C(=O)N[C@@H](C)COC(=O)[C@@H](CC=C)CC(=O)OC(C)(C)C,5,2
Cc1cc(Sc2ncnc(N)c2[N+](=O)[O-])ncn1,15,-24
COc1ccc(NC(C)=O)cc1NC(=O)CSc1nnc(-c2cccnc2)n1C,-28,3
COc1ccccc1CC1(C)NC(=O)N(CC(=O)Nc2cc(C)on2)C1=O (stereo not given),-4,-3
COc1ccc(CNC(=O)COC(=O)c2ccco2)cc1,-8,-3
Cn1nc(C(C)(C)C)cc1C(=O)NCc1cc(F)cc2c1OCOC2,-19,5
CCCc1c(C(=O)N/N=C/c2ccoc2)nnn1-c1nonc1N,7,5
C=C(C)C1CC=C(C)/C(=N\NC(=O)CNc2ccccc2OC)C1 (stereo not given),-24,-2
COc1cc(CNC(=O)c2cc(-c3cc(Cl)ccc3OC)n[nH]2)cc(OC)c1,26,4
